# CXXC DNA block – blocks binding of human MLL CXXC domain to DNA | MLL-CXXC / FITC-HOXA9 DNA fluorescence polarization | Potency, µM (doses to about 115 µM), for the others: at the top dose activity change, negative = inhibition, hits mostly inhibitors | actives 0.037% (n = 290,000); active = well fitted inhibition curve with a large enough effect in the polarisation, with a control signal flat, not every such curve was filed as active; inconclusive = small, poorly fitted or top-dose-only effect, or effect the other way, or a change in a side signal; inactive = no such curve, though single readings can be large or run the other way; the % refers to the polarisation; note: potency is the fitted concentration of half-maximal effect
#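 Fluorescence polarization: 7 uM MLL-CXXC (stock) preincubated 5 min with compounds, then 50 nM fluorescein-HOX-A9 DNA (stock) added; 30 min ambient. Buffer 50 mM Tris-HCl pH 7.5, 50 mM NaCl, 1 mM DTT, 0.05% BSA.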
# TSHR antagonist – antagonists of human thyroid stimulating hormone receptor; actives 0.2% (n = 330,000); P16473; AID 504810; TSHR-expressing cells, TSH-stimulated cAMP HTRF, 2 h; hits give low values; activity change, negative = inhibition, % at 11.5 µM;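 active = activity change below a set negative limit, meaning inhibition stronger than a set level, cut at about -70% in these data; inconclusive = activity change between two set negative limits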; note: % is set by controls: 0 for no effect and ±100 for the full control effect
#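 Inhibition of cAMP made by TSHR-expressing cells under TSH stimulation (4nM final, EC80; 2 h, 37 deg C) is quantified with a one-step lysis HTRF kit, anti-cAMP cryptate versus cAMP-d2.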
# AT treatment – potential ataxia-telangiectasia treatments restoring KAP-1 phosphorylation; […] A-T fibroblasts, KAP-1 phosphorylation AlphaLISA; neocarzinostatin DNA damage 30 min before lysis; Potency, µM (top dose mostly 57.5 µM), inactives show top-dose activation, hits mostly activators; actives 0.19% (n = 320,000); note: potency is the fitted concentration of half-maximal effect; % of control where 0% means no effect; nearly all actives have a fitted effect of over 45% in size
#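 ATM-like activity read as KAP-1 phosphorylation via AlphaLISA donor/acceptor antibody pairs after lysis and 6 hr at 25C. Cells were ATM-null patient fibroblasts ([…], hTERT), dosed 60 min, then exposed to the DSB inducer NCS for 30 min.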
# Mito fusion yeast – blocks mitochondrial division or promotes mitochondrial fusion; AID 485298; S. cerevisiae fusion-defective mutant growth rescue, CellTiterGlo 48 h; actives 0.23% (n = 320,000); Potency, µM (top dose mostly 46.1 µM), for the others: top-dose growth rescue (activation), usual class: activators;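 note: potency is the fitted concentration of half-maximal effect; % of control where 0% means no effect; nearly all actives have a fitted effect of over 45% in size; temperature-sensitive fusion mutants such as fzo1-1 at 37 °C on non-fermentable ethanol glycerol medium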
#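 Temperature-sensitive fusion-defective S. cerevisiae (e.g. fzo1-1, mgm1-5) were grown with compound in YPEG medium (3% ethanol, 3% glycerol) for 48 hours at 37C. Growth rescue was measured as viability by CellTiterGlo luminescence after 10 minutes at ambient.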
# PTAP TSG101 blk – blocks PTAP/TSG101 interaction to inhibit HIV-1 budding; Fluorescence polarization, FITC-PTAP peptide / Tsg101 binding; Potency, µM (highest dose often 115 µM), for the others: at the top dose activity change, negative = inhibition, actives largely listed as inhibitors; 340,000 tested, under 10 active; active = well fitted inhibition curve with a large enough effect in the main read-out, with a control signal flat, not every such curve was filed as active; inconclusive = small, poorly fitted or top-dose-only effect, or effect the other way, or a change in a side signal; inactive = no such curve, though single readings can be large or run the other way; note: potency is the fitted concentration of half-maximal effect; % of control where 0% means no effect
#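 Fluorescence anisotropy tracks displacement of a FITC-tagged PTAP peptide (50 nM) from the Tsg101 binding domain (10 uM), following a 20 min room-temperature incubation at pH 7.5.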
# ASM inhibitor – human S-ASM enzyme inhibition | placental ASM, HMU-PC fluorogenic substrate, 60 min | Potency, µM (highest dose often 57.5 µM), inactives show top-dose activity change, negative = inhibition, most hits filed as inhibitors | AID 504937 | actives 0.006% (n = 340,000); note: potency is the fitted concentration of half-maximal effect
#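 Steps: dispense placental human ASM, pin compound, wait 10 min at room temperature, add HMU-PC0 substrate at 9 uM final, incubate 60 min at 37 °C, add stop solution raising pH to 10, read fluorescence.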
# TCR act – activators of T cell receptors. AID 504894. 330,000 tested, under 10 active. Potency, µM (titrated, usually from 9.22 µM), without a hit: at the highest dose activation of IL-2 secretion, usual class: activators. primary human leukocytes, anti-CD3, IL-2 HTRF, 48 h; note: % of control where 0% means no effect
#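 Human primary leukocytes + a-CD3 beads + cpd, 48 hr; IL-2 in supernatant by HTRF (ex 320nm / em 665nm). No co-stimulatory signal supplied.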
# MBNL1-CUG inh – MBNL1-poly(CUG) RNA binding inhibition | AID 2675 | TR-FRET MBNL1-His/biotin-(CUG)12 binding, 665/545 ratio | actives 0.036% (n = 280,000) | Potency, µM (top dose mostly 57.5 µM), inactives show at the highest dose activity change, negative = inhibition, most hits filed as inhibitors; active = well fitted inhibition curve with a large enough effect in the signal ratio, with a control signal flat, not every such curve was filed as active; inconclusive = small, poorly fitted or top-dose-only effect, or effect the other way, or a change in a side signal; inactive = no such curve, though single readings can be large or run the other way; the % refers to the signal ratio; note: potency is the fitted concentration of half-maximal effect; % is set by controls: 0 for no effect and ±100 for the full control effect
# Target sequence (Q9NR56 whole entry, looked up): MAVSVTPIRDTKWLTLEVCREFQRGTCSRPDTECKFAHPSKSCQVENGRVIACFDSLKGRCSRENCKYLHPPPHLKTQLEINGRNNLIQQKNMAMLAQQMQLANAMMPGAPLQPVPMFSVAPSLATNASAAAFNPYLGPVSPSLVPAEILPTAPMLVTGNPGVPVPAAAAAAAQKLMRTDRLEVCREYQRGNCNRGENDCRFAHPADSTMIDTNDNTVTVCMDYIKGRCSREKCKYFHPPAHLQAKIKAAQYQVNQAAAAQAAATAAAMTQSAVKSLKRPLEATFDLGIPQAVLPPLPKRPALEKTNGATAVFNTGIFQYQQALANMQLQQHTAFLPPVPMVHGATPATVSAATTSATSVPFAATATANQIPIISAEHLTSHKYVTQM
#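 MBNL1-His + Biotin-(CUG)12, cpd titration 92 nM–58 uM; Tb anti-His Ab 0.055 ng/ul, SA-XL665 5 nM (final); 60 min RT; ratiometric 665/545 nm, Ex 340 nm; normalized to buffer and full-complex controls.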
# Menin-MLL TR inh – inhibitors of human menin-MLL interaction, mutant MLL peptide; Potency, µM (doses to about 61.6 µM), for inactives: top-dose FP activity change, negative = inhibition, most hits filed as inhibitors; Menin + Texas Red MLL mutant peptide, fluorescence polarization; O00255; actives 0.23% (n = 270,000); active = well fitted inhibition curve with a large enough effect in the polarisation, with a control signal flat, not every such curve was filed as active; inconclusive = small, poorly fitted or top-dose-only effect, or effect the other way, or a change in a side signal; inactive = no such curve, though single readings can be large or run the other way; the % refers to the polarisation; note: potency is the fitted concentration of half-maximal effect; % of control where 0% means no effect; many of its hits are not listed in these tables
# Target sequence (O00255 whole entry, looked up): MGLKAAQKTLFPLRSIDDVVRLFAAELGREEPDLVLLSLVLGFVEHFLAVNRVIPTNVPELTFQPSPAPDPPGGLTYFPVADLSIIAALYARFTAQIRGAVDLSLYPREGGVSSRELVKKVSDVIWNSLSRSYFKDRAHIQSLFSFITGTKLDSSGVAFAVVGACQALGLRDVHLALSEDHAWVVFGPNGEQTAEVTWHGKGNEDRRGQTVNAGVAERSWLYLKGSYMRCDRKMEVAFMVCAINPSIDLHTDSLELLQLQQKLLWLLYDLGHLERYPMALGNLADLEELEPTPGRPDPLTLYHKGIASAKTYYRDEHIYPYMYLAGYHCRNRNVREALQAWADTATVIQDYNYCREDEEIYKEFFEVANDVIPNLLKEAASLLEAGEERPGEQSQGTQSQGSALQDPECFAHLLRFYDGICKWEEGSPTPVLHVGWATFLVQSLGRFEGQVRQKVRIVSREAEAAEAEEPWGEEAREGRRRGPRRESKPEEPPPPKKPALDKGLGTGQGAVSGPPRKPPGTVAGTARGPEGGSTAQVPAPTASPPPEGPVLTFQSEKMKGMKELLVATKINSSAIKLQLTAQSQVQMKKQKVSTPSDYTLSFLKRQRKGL
# Integrin act MD – activators of alpha7 integrin expression for muscular dystrophy; alpha7betagal myoblasts, beta-gal FDG fluorescence, 48 h; Potency, µM (top dose mostly 38.3 µM), for inactives: top-dose activation, usual class: activators; actives 0.064% (n = 350,000);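 note: potency is the fitted concentration of half-maximal effect; 100% = response of the positive control SU9516; nearly all actives have a fitted effect of over 60% in size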
#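 Alpha7betagal+/- myoblasts (passage 13) were plated 16-24 hr, then exposed to compounds (1:260 dilution of DMSO stock) for 48 hours at 37C. After MPER lysis, β-galactosidase reporter activity was read as FDG fluorescence (ex 480/em 540) after 30 minutes.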
# * = called active by the depositor; i = inactive; ? = inconclusive; nt = no result given; & = joins results of further samples; [ ] = remark or other dose. Unless noted, calls come from the whole dose curve; as a rule, active = well fitted curve in the direction sought with a large enough effect; inconclusive = small, poorly fitted or top-dose-only effect, or another doubt; inactive = no such curve, though single readings can be large; an effect the other way counts as inactive or inconclusive. Only part of the results is shown; rates above refer to the full screens.
SMILES,CXXC DNA block,TSHR antagonist,AT treatment,Mito fusion yeast,PTAP TSG101 blk,ASM inhibitor,TCR act,MBNL1-CUG inh,Menin-MLL TR inh,Integrin act MD
O=C(c1ccc(Cl)cc1)N1CCC(C(=O)N2CCN(c3ncccn3)CC2)CC1,nt,-1,-8%,-8%,-2%,0%,-2%,nt,nt,-21%
CCc1ccccc1-n1nnnc1-c1cnccc1C(F)(F)F,-2%,-7,-2%,-15%,0%,3%,-39%,-7%,nt,5%
COc1ccc2c(c1)C=C([C@@H]1C[C@H]3CN(c4ccccc4)C(=O)[C@]34CCCN14)CO2,-16%,-4,6%,2%,-5%,8%,-7%,14%,-1%,5%
O=C(Cc1ccccc1)Nc1c2c(nn1-c1cccc(Cl)c1)CS(=O)(=O)C2,-2%,-10,-2%,1%,-2%,3%,-3%,0%,17%,18%
COc1ccc(-c2cc3ccccc3n2CC(O)CN2CCCCC2)cc1 (configuration not stated),1%,3,2%,-4%,-3%,4%,1%,-6%,nt,-47%[inhibitor]
O=C(CCCN1C(=O)/C(=C\c2ccccc2)SC1=S)Nc1ccc(O)cc1,37%[activator],8,4%,-4%,-5%,-12%,2%,?,?,-66%[inhibitor]
O=C(Cn1cncn1)NCc1cc(F)ccc1F,1%,-2,-3%,2%,1%,5%,1%,4%,14%,?
Cc1cc(C)[n+](-c2ccc(F)cc2)c2[nH]c(=O)[nH]c(=O)c12,3%,2,-4%,-4%,0%,i,2%[46.1 µM],39%[activator],-6%,-6%
Cc1ccc(CN(C)CC(=O)Nc2ccc3c(c2)CCC3)cc1,-8%,-2,6%,-8%,1%,0%,0%,1%,?,21%
CCn1c(CNC(=O)c2cc(OC)c(OC)c(OC)c2)cc2cc(C)ccc21,30%[activator],-2,-3%,-2%,1%,-4%,-15%,-2%,0%,-22%
CCOc1ccc(NC(=S)Nc2ccc(OCC)cc2)cc1,8%&-2%,3,-1%,-7%,-2%,-6%,-21%,-7%,-4%&2%,14%
Cn1c(=O)c2[nH]c(CCCc3nc4ccccc4[nH]3)nc2n(C)c1=O,nt,nt,nt,nt,1%,5%,6%,nt,nt,19%
O=P(O)(O)c1ccccc1OCCOCCOc1ccccc1P(=O)(O)O,6%,21,7%,4%,0%,-9%,2%,-27%,-17%,-7%
COc1ccc(N2C(=O)CC(Sc3nnnn3-c3ccc(F)cc3)C2=O)cc1 (configuration not stated),10%,5,-5%,-3%,-1%,-1%,-3%,-1%,-1%,-60%[inhibitor]
Oc1c(C=Nc2ccccc2)sc2ccccc12,1%,7,10%,5%,?,-1%,3%,10%,-3%,-1%
COc1ccc(OC)c(NC(=O)NNC(=O)COc2ccc([N+](=O)[O-])cc2)c1,?,6,-2%,0%,-2%,0%,-6%,?,-6%,26%
Clc1ccc(/C=C/c2nc3ccccc3[nH]2)c(Cl)c1,-1%,-18,18%,-22%,3%,nt,-1%,20%,?,1%
O=S(=O)(Nc1cccc2cn[nH]c12)c1ccc(F)cc1,0%,-6,9%,6%,1%,1%,-3%,-3%,1%,6%
COc1ccc(C2=C(C#N)C(=O)OC2)cc1,9%,42,-3%,-1%,-6%,-2%,5%,-2%,nt,-17%
O=C(NC1CCCC1)C(c1ccsc1)N(C(=O)Cc1cccs1)c1ccccc1 (configuration not stated),0%,14,11%,11%,-1%,7%,-71%,-14%,1%,-12%
O=C(Nc1nnc(C2CCCCC2)s1)C1CC(=O)N(c2ccc(F)cc2)C1 (configuration not stated),2%,-6,-1%,6%,0%,?,-4%,-2%,-25%,2%
O=C(Nc1ccccc1)Nc1ccncc1,3%,0,3%,3%,-7%,5%,6%,nt,9%,9%
COc1ccccc1N1CCN(S(=O)(=O)c2ccc(Cl)s2)CC1,9%,-13,-6%,27%,-2%,-4%,-5%,-4%,12%,-15%
O=C(NC1CCCC1)C1CCCN(S(=O)(=O)c2ccc(F)cc2)C1 (configuration not stated),11%,8,-5%,5%,-17%,-2%,1%,-3%,5%,11%
CC(=O)c1ccc(N2CCN(C(=S)Nc3ccc(Oc4ccccc4)cc3)CC2)cc1,4%,-42,-3%,6%,-8%,-7%,nt,-3%,-1%,-21%

# Copied from the list:
# For CXXC DNA block, Cc1cc(C)[n+](-c2ccc(F)cc2)c2[nH]c(=O)[nH]c(=O)c12 has the entry 3%
# For TSHR antagonist, CC(=O)c1ccc(N2CCN(C(=S)Nc3ccc(Oc4ccccc4)cc3)CC2)cc1 has the entry -42

# Continued.
SMILES,CXXC DNA block,TSHR antagonist,AT treatment,Mito fusion yeast,PTAP TSG101 blk,ASM inhibitor,TCR act,MBNL1-CUG inh,Menin-MLL TR inh,Integrin act MD
CC(=O)N1N=C(c2ccco2)CC1c1cccs1 (configuration not stated),-2%,14,-1%,-5%,-5%,2%,-6%,26%,4%,4%
CCN(CC)CCNC(=O)c1ccc(NC(=O)c2ccc(C(=O)c3ccccc3)cc2)cc1,nt,16,0%,-1%,0%,-2%,4%,nt,nt,-76%[inhibitor]
CCn1c(C(=O)OC)cc2c1ccn2-c1ccc(F)cc1,2%,-20,-7%,6%,1%,-1%,-9%,2%,17%,-53%[inhibitor]
Cc1cc(C(=O)COC(=O)C23CC4CC(CC(O)(C4)C2)C3)c(C)n1C,nt,-10,-17%,nt,-3%,3%,2%,nt,nt,-16%
C=C(C)C1CC=C(C)/C(=N/NC(=O)c2ccc(NC(=O)CCC)cc2)C1 (configuration not stated),3%,-10,1%,4%,-8%,-3%,6%,1%,-11%,1%
COc1cc(NS(=O)(=O)c2ccc(NC(=S)NC(=O)COc3ccccc3OC)cc2)nc(OC)n1,0%,-8,-1%[11.5 µM],4%,-4%,-2%,-3%,-11%,?,-13%
CCc1ccc(S(=O)(=O)c2nnn3c2nc(N2CCOCC2)c2ccccc23)cc1,38%[activator],-3,0%,15%,-6%,-11%,1%,-19%,16%,?
Cc1ccc(NC(=S)NCc2ccccc2)cc1S(=O)(=O)N1CCCCC1,-1%,22,9%,0%,-3%,-3%,-2%,-10%,24%,-60%[inhibitor]
O=C(CSc1ccc([N+](=O)[O-])cc1)Nc1cccc(S(=O)(=O)N2CCOCC2)c1,nt,-8,1%,nt,-2%,-6%,-2%,nt,nt,-18%
O=C(Cc1c(Cl)cccc1Cl)N1CCN(S(=O)(=O)c2cccs2)CC1,nt,12,-4%,9%,0%,2%,3%,nt,nt,-16%
COC(=O)CSc1nnc(-c2ccncc2)n1N,4%,11,2%,4%,-5%,-2%,-8%,1%,2%,3%
O=C(/C=C/c1ccc([N+](=O)[O-])cc1)NC1CC2CCC1C2 (configuration not stated),-8%,-3,-1%,25%,-6%,2%,6%,?,3%,-5%
CN(C)CCCOc1ccc(C(C)(C)c2ccccc2)cc1,13%,21,-2%,-22%,-7%,0%,nt,-1%,-21%,-65%[inhibitor]

# Profiles, looked up by structure.
# Cc1cc(C(=O)COC(=O)C23CC4CC(CC(O)(C4)C2)C3)c(C)n1C is listed as CXXC DNA block = nt; TSHR antagonist = -10; AT treatment = -17%; Mito fusion yeast = nt; PTAP TSG101 blk = -3%; ASM inhibitor = 3%; TCR act = 2%; MBNL1-CUG inh = nt; Menin-MLL TR inh = nt; Integrin act MD = -16%
# Cn1c(=O)c2[nH]c(CCCc3nc4ccccc4[nH]3)nc2n(C)c1=O is listed as CXXC DNA block = nt; TSHR antagonist = nt; AT treatment = nt; Mito fusion yeast = nt; PTAP TSG101 blk = 1%; ASM inhibitor = 5%; TCR act = 6%; MBNL1-CUG inh = nt; Menin-MLL TR inh = nt; Integrin act MD = 19%
# CCN(CC)CCNC(=O)c1ccc(NC(=O)c2ccc(C(=O)c3ccccc3)cc2)cc1 is listed as CXXC DNA block = nt; TSHR antagonist = 16; AT treatment = 0%; Mito fusion yeast = -1%; PTAP TSG101 blk = 0%; ASM inhibitor = -2%; TCR act = 4%; MBNL1-CUG inh = nt; Menin-MLL TR inh = nt; Integrin act MD = -76%[inhibitor]

# Screening results deposited in PubChem by National Center for Advancing Translational Sciences (NCATS).
